High-throughput results from PubChem BioAssay.
KDM5B inhibitor: inhibitors of human KDM5B histone demethylase | Q9UGL1 | KDM5B demethylase, FDH-coupled NADH fluorescence (FDH is formaldehyde dehydrogenase) | actives 2.6% (n = 220,000) | Potency, µM (highest dose often 57.7 µM), without a hit: at the top dose activity change, negative = inhibition, usual class: inhibitors; active = well fitted inhibition curve with a large enough effect; inconclusive = small, poorly fitted or top-dose-only effect; inactive = no such curve, though single readings can be large or run the other way; also: 0% is about no effect; nearly all actives have a fitted effect of over 70% in size
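Compound dilutions met 200 nM (final) KDM5BΔAP for 10 min at room temperature before substrate addition. The substrate mix held 12.5 µM H3K4me3 with cofactors 25 µM α-ketoglutarate and 50 µM Fe²⁺. NADH signal gain over 30 min defined activity.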
Active calls of the source: *; ? = inconclusive; [ ] = dose if it differs, or a comment. Potency is read from the fitted curve at half-maximal effect. The list is partial; count on the stated rates, not on these rows.

| Molecule | KDM5B inhibitor |
| --- | --- |
| Cc1noc(CC2CCOC3(CCN(C(=O)c4cc(-c5ccc(F)cc5)n[nH]4)CC3)C2)n1 (configuration not stated) | -8.6% |
| O=C(CSC1=Nc2ccccc2C2=NC(Cc3ccccc3)C(=O)N12)Nc1ccccc1C(F)(F)F (configuration not stated) | ? |
| COc1ccc2c(c1)c1c(c(=O)n(Cc3ccccc3)c(=O)n1Cc1ccccc1)n2C | ? |
| CCc1cccc(NC(=O)CCNS(=O)(=O)c2cccc3nonc23)c1 | ? |
| COc1cccc(C(=O)NC2CC(=O)N(c3ccc(Cl)cc3)C2)c1OC (configuration not stated) | -6.1% |
| CCOc1cccc(-c2noc(-c3ncn4c3COC(c3ccc(F)cc3)C4)n2)c1 (configuration not stated) | -9.7% |
| CCC(CO)Nc1ncnc2onc(-c3ccc(F)cc3)c12 (configuration not stated) | 15.5% |
| Cc1cccc(-c2ocnc2C(=O)Nc2cccc(C)c2C)c1 | -15.3% |
| CC(OC(=O)C1CCN(S(=O)(=O)c2ccc3c(c2)OCCO3)CC1)C(=O)NC1(C#N)CCCCC1 (configuration not stated) | 28.5% |
| COc1ccccc1OCCCCn1c(-c2ccc(Cl)cc2)nc2ccccc2c1=O | -7.4% |
| CCc1cccc(NC(=O)Cc2cn(C)c3ccccc23)c1 | -2.4% |
| c1cnc2nc(C3CCNC3)[nH]c2c1 (configuration not stated) | ? |
| CCc1ccccc1NC(=O)N(C)CCc1c(C)nn(C)c1C | -18.6% |
| C#CC1CCCCC1NC(=O)Nc1cnccc1C(F)(F)F (configuration not stated) | -1.7% |
| O=C(c1cc2c(F)cccc2s1)N1CCCC1Cc1ccccc1 (configuration not stated) | -14.2% |
| COc1ccc(CC(=O)Nc2ccc3n(c2=O)C[C@H]2C[C@@H]3CN(C(=O)Nc3ccc(OC)cc3)C2)cc1 | -16.0% |
| CCC(=O)N1CCc2c(C(=O)N3CCN(c4cccc(OC)c4)CC3)cccc21 | 7.7% |
| O=C(NCCc1nc(-c2cccnc2)no1)C1NCCc2[nH]cnc21 (configuration not stated) | -19.9% |
| COc1ccccc1CNC(=O)c1ncoc1-c1cccc(C)c1 | 6.0% |
| CN(C)C[C@@H]1CN(S(C)(=O)=O)C[C@H]1NC(=O)c1ccc2[nH]ccc2c1 | ? |
| O=C(Cn1nc2n(c1=O)CCCC2)Nc1ccc(C(F)(F)F)cc1 | -5.8% |
| COC1CN(C2CCN(C(=O)C(C)C)CC2)C12CCOCC2 (configuration not stated) | -21.5% |
| O=C1CCCC2=C1C(c1ccc(Cl)cc1)c1c([nH]n(-c3ccccc3)c1=O)N2 (configuration not stated) | -13.8% |
| Cc1nc2scc(C)n2c(=O)c1S(=O)(=O)N1CCN(c2cccc(C(F)(F)F)c2)CC1 | ? |
| COc1ccc(/C=C/c2cc(C(=O)O)c3ccccc3n2)cc1O | 3.9% |
| Cc1cccnc1NC(=O)c1cc(-c2cccs2)nc2ccccc12 | ? |
| CCOc1ccccc1NC(=O)N1c2ccccc2CC1c1nc(C2CC2)no1 (configuration not stated) | -22.4% |
| Cc1ncccc1C(=O)N1CCCCCCNC(=O)[C@@H]2CCC[C@@H]21 | 24.1% |
| COc1ccc(Cn2cc(S(=O)(=O)c3ccc(C)cc3)c(=O)c3cc(F)ccc32)cc1 | -1.0% |
| COc1ccccc1OCC(=O)c1ccc2c(c1)N(CC(=O)N(C)Cc1ccccc1)C(=O)CO2 | -11.0% |
| CCc1ccc(Cc2cnc(NC(=O)c3ccc4c(c3)CC(c3ccccc3)OC4=O)s2)cc1 (configuration not stated) | ? |
| COc1ccc(C(=O)N(CC#N)C2CC2)cc1OC | -8.6% |
| CC(NC(=O)c1ccc2c(c1)NC(=O)CO2)c1cccs1 (configuration not stated) | 36.3%[activator] |
| CCN(CC)S(=O)(=O)c1cc(-c2n[nH]c(=O)c3ccccc23)ccc1C | ? |
| O=C(c1ccc(Cl)cc1)N1CCC(Cc2nc(-c3cnccn3)no2)CC1 | 27.5% |
| CCOC(=O)C(C)N1C(=O)S/C(=C/c2cn(CC(=O)OC)c3ccccc23)C1=O (configuration not stated) | -6.6% |
| CCOC(=O)C(NC=O)C(OC(=O)CC1c2ccccc2-c2ccccc21)c1ccccc1 (configuration not stated) | -18.9% |
| Cc1cccc(C)c1OCc1nc2c3cnn(-c4cccc(F)c4)c3ncn2n1 | 19.6% |
| Cc1ccc(Cl)cc1NC(=O)N(C)CC1CCOC1 (configuration not stated) | 4.7% |
| CCCCn1nc(C(=O)NCCN2CCOCC2)c2ccccc2c1=O | 15.5% |
| O=[N+]([O-])c1cc(-c2nc(-c3ccncc3)no2)ccc1NCc1ccccc1 | 4.2% |
| COC(=O)CCn1c(SC(C)C(=O)c2ccc(F)c(F)c2)nc2ccccc2c1=O (configuration not stated) | 13.5% |
| CNC(=O)C1CCC(Cn2c(=O)[nH]c3ccsc3c2=O)CC1 (configuration not stated) | 1.8% |
| COc1ccccc1Nc1c2c(nc3ccc(NC(=O)c4cccc(OC)c4OC)cc13)CCCC2 | 8.0% |
| CCn1nc(-c2ccc(C)c(S(=O)(=O)N3CCCC3)c2)c2c(c1=O)CCCC2 | ? |
| CC(=O)c1c(C)cc(C)c(COC(=O)c2ccccn2)c1C | 4.7% |
| O=C1CO[C@H]2CCN(Cc3ccccc3F)CC[C@@H]2N1CCN1CCCC1 | -22.4%[86.2 µM] |
| Cc1cccc(CNC(=O)c2ccc(OC3CCN(CCc4ccccc4)CC3)cc2)n1 | -15.9% |
| CC(C)NC(=O)NC(=O)CSC1=Nc2ccccc2CS1 | 3.1% |
| Cc1ccc(S(=O)(=O)NC(=O)N2CCCN(Cc3ccc(F)cc3)CC2)cc1 | 3.6% |

7 records picked at random from the list so far:
| Molecule | KDM5B inhibitor |
| --- | --- |
| O=C(CSC1=Nc2ccccc2C2=NC(Cc3ccccc3)C(=O)N12)Nc1ccccc1C(F)(F)F (configuration not stated) | ? |
| O=C(Cn1nc2n(c1=O)CCCC2)Nc1ccc(C(F)(F)F)cc1 | -5.8% |
| c1cnc2nc(C3CCNC3)[nH]c2c1 (configuration not stated) | ? |
| CC(OC(=O)C1CCN(S(=O)(=O)c2ccc3c(c2)OCCO3)CC1)C(=O)NC1(C#N)CCCCC1 (configuration not stated) | 28.5% |
| O=C1CCCC2=C1C(c1ccc(Cl)cc1)c1c([nH]n(-c3ccccc3)c1=O)N2 (configuration not stated) | -13.8% |
| Cc1cccc(-c2ocnc2C(=O)Nc2cccc(C)c2C)c1 | -15.3% |
| CN(C)C[C@@H]1CN(S(C)(=O)=O)C[C@H]1NC(=O)c1ccc2[nH]ccc2c1 | ? |

Additional compounds follow.
| Molecule | KDM5B inhibitor |
| --- | --- |
| COc1cc(C(F)(F)F)nc2c(Br)c(C(C)(C)C)nn12 | ? |
| COc1ccccc1CNC(=O)c1ccc(N2CCCC2)c(NC(=O)NCc2ccc(F)cc2)c1 | ? |
| N#Cc1nc(C2CC2)oc1N1CCN(CC(=O)NC(=O)NC2CCCC2)CC1 | 15.1% |
| O=C(Nc1ncc(Cc2ccc(Cl)cc2)s1)c1ccc2c(c1)CC(c1ccccc1)OC2=O (configuration not stated) | 6.9% |
| COc1ccc(C(=O)NC[C@@H]2C=C(C)[C@H](CC(=O)N3CCOCC3)C[C@H]2C(C)C)cc1 | -4.1%[86.2 µM] |
| CCOc1ccc(NC(=O)c2cc3cc(OCC)ccc3n2C)cc1 | 12.5% |
| COCc1noc(CC2CCOC3(CCN(C(=O)c4cc5ccccc5[nH]4)CC3)C2)n1 (configuration not stated) | -15.8% |
| CSc1ccc(CCNS(=O)(=O)c2ccc3c(c2)C(C)(C)C(=O)N3C)cc1 | -16.1% |
| CC(C)NC(=O)N1Cc2ccccc2OC2(CCN(Cc3ccncc3)CC2)C1 | -11.5%[115 µM] |
| COc1ccc(CNC(=O)c2ccc(NC(=O)N3CCCCc4ccccc43)cc2)c(OC)c1 | -8.1% |
| CCN(CC)c1ccc(C(=O)N2CCCC(n3cc(-c4nc(C(C)C)no4)nn3)C2)cc1 (configuration not stated) | -6.0% |
| Cc1nc(-c2ccc(S(=O)(=O)Nc3ccccc3)cc2)co1 | -9.4% |
| Cc1cccc(NC(=O)N2CCC3(CC2)CC(N(C(=O)c2ccccc2)C2CC2)CCO3)c1 (configuration not stated) | -21.9% |
| Cc1ccc(-n2nc3n(c2=O)CCN(C(=O)Cc2ccc(F)cc2)C3)cc1 | -13.1% |
| CCOc1ccc(-c2nc(C3CC(=O)N(c4ccc(OC)cc4)C3)no2)cc1 (configuration not stated) | 13.7% |
| COc1ccc(NC(=O)O/N=C/c2ccc(N(C)C)cc2)cc1 | ? |
| CN(C)[C@@H]1CN(C(=O)c2cc(F)cc(F)c2)C[C@H]1CO | -8.1% |
| COc1ccccc1N1C(=O)[C@@H]2[C@H](C1=O)[C@H](C(=O)c1ccc(OC(C)=O)cc1)N1N=CC=C[C@@H]21 | 14.6% |
| NC(=O)NCC(=O)N1CCc2c(cccc2S(=O)(=O)N2CCOCC2)C1 | 13.1% |
| COc1ccc(OC)c(S(=O)(=O)N2CCC(CC(=O)NCc3ccccc3)C2)c1 (configuration not stated) | -6.2% |
| O=C(c1ccc(Cl)cc1)N1CCC(N2CCCS2(=O)=O)CC1 | ? |
| Cc1cn2c(=O)cc(COc3ccccc3NC(=O)c3ccc(C(C)(C)C)cc3)nc2s1 | -8.0% |
| CC(C)C[C@@H]1N[C@H](C(=O)N2CCCC2)Cc2c[nH]c3cccc1c23 | ? |
| CCCCNC(=O)CSc1nc2cc3c(cc2c(=O)n1CCCC(=O)NCCc1ccc(OC)c(OC)c1)OCO3 | -9.4% |
| CC(C)NC(=O)c1ccc(NC(=O)CC2SC(N3CCCCC3)=NC2=O)cc1 (configuration not stated) | 19.3% |
| CCCn1ccnc1CN1CCc2nc(-c3ccc(Cl)cc3)[nH]c2C1 | ? |
| C[S+](=O)([O-])c1ccc(-c2nc(C(=O)N3CCN(c4ncccn4)CC3)n3ccccc23)cc1 | ? |
| Cc1ccc(S(=O)(=O)N(CCc2ccccc2)CC(=O)Nc2ccc(Br)cc2)cc1 | -40.8% |
| CCOC(=O)c1sc2ncn(CC(=O)Nc3ccc(OCC)cc3)c(=O)c2c1C | 1.6% |
| CC(C)(CNC(=O)c1ccco1)CNC(=O)c1ccco1 | 21.0% |
| Cc1c(C(=O)OCc2ccccc2)[nH]c2c1C(=O)CC(c1ccc(Cl)cc1)C2 (configuration not stated) | 13.2% |
| O=C(/C=C/c1ccco1)Oc1cccc2cccnc12 | ? |
| COC(=O)c1ccc(COc2cccc(C=O)c2)o1 | 20.9% |
| CCC(CC)c1nn2c(=O)cc(COc3ccc(NC(=O)c4cccc(C)c4)cc3)nc2s1 | -20.4% |
| CCOc1ccc(NC(=O)Cn2c(=O)n(-c3ccccc3)c(=O)c3c4c(sc32)CCCC4)cc1 | 17.7% |
| O=C(Cn1c(=O)c2c(ncn2C2CCCC2)n(Cc2ccccc2)c1=O)N1CCOCC1 | -24.3% |
| O=C(O)CCc1cccc(Br)c1 | 9.3% |
| CC1=CC(C)(C)SC(N)=N1 | 25.9% |
| O=C(Cn1nc(Cc2ccncc2)c2ccccc2c1=O)Nc1ccc(Oc2ccccc2)cc1 | 9.7% |
| O=C(OCc1ccc(-c2ccccc2)cc1)c1ccc(CO)cc1 | 1.8% |
| Cc1ccc(S(=O)(=O)N2CCCc3cc(NS(=O)(=O)c4ccc(C)c(C)c4)ccc32)cc1 | -6.2% |
| Nc1cc(C(=O)N2CCc3onc(-c4ccc(-c5ccccc5)cc4)c3C2)[nH]n1 | -14.1% |
| COc1ccc(NC(=O)c2cc(Br)c(O)c(OC)c2)cc1 | -24.0% |
| COc1cc(/C=C/C(=O)c2ccc(C3CCCCC3)cc2)cc(Br)c1O | -9.7% |
| COC(=O)CN(Cc1cccs1)CC1CCCO1 (configuration not stated) | -7.7% |
| CCCS(=O)(=O)N1CCC(C2CCN(C(=O)NC)CC2)C1 (configuration not stated) | ? |
| O=C([C@H]1CCCN1)N1CCC2(CC1)Nc1ccccc1NC2=O | ? |
| CSCCCNC(=O)c1ccc(OC2CCN(CCc3ccccc3)CC2)cc1 | 18.1% |
| CCc1ccc(CNC(=O)c2ccc(Cn3c(=O)c4cccn4c4cccnc43)cc2)cc1 | ? |
| O=C1C[C@@H]2CCN(C(=O)COc3ccccc3)C[C@@H]2CCN1Cc1ccc2c(c1)OCO2 | 6.9% |

Reformatted: entries from further up.
KDM5B inhibitor,Structure
13.2%,Cc1c(C(=O)OCc2ccccc2)[nH]c2c1C(=O)CC(c1ccc(Cl)cc1)C2 (configuration not stated)
?,O=C(/C=C/c1ccco1)Oc1cccc2cccnc12
20.9%,COC(=O)c1ccc(COc2cccc(C=O)c2)o1
-20.4%,CCC(CC)c1nn2c(=O)cc(COc3ccc(NC(=O)c4cccc(C)c4)cc3)nc2s1

Next part:
| Molecule | KDM5B inhibitor |
| --- | --- |
| Cc1cccc(CC(=O)N2CCCC(c3nnnn3C)C2)c1 (configuration not stated) | ? |
| Cc1cccc(C(=O)Nc2ccc(NC(=S)NC(=O)c3cccc(Cl)c3)cc2)c1 | -1.2% |
| Cc1cc(C(=O)N2CC(F)(F)C[C@H]2c2nnc(C)o2)no1 | 15.1% |
| CCC1CN(C(=O)N2CCC(C(=O)NCc3cc(OC)ccc3OC)CC2)c2ccccc2O1 (configuration not stated) | -0.1% |
| CCC(=O)C1CCCN(C(=O)c2ccc3nc(-c4cccc(OC)c4)oc3c2)C1 (configuration not stated) | -54.3% |
| CCCCN(CC)C(=O)Cn1cc2c(n1)-c1c(oc(C(=O)N3CCCC3)c1C)CC2 | ? |
| CC(C)CCNC[C@H]1O[C@H](Cc2cc(CN3CCCCC3)on2)CC[C@@H]1O | 11.2%[86.2 µM] |
| C=CCNC(=S)NNC(=O)c1ccc(C)cc1 | -8.6% |
